proKLK7 act – proKLK7 zymogen activators, primary screen, biochemical, fluorescence intensity; activation, % at 7 µM; AID 652039, 2013; actives 0.9% (n = 370,000); purified proKLK7, EDANS-DABCYL substrate fluorescence; 100% is mature enzyme control, 0% vehicle; Kallikrein-7 (Homo sapiens), P49862;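 active = activation above the mean of all tested compounds plus 3 SD, computed per campaign excluding outliers beyond control limits, cut at about 13% in these data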
Target sequence (P49862 whole entry, looked up): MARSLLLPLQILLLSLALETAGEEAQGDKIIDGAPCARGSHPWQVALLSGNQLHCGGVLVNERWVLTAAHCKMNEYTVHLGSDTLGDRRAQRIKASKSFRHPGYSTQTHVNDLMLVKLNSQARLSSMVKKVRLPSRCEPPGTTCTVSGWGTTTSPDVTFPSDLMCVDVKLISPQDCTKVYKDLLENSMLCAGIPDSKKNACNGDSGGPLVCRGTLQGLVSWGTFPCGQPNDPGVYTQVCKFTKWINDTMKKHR
DDE Tn6 FP inh – inhibitors of Tn6 peptide binding to fibrin DD(E), primary screen, biochemical, fluorescence polarization, human fibrin, Tn6 probe | Fibrin DD(E) TRITC-Tn6 fluorescence polarization displacement | inhibition, % at 8.3 µM | actives 0.21% (n = 370,000);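 active = inhibition above a per-campaign cutoff: mean of compounds within control limits plus 3 SD, cut at about 15% in these data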;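 note: 0% = median of all compound wells on the plate and 100% = blocking peptide control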
PRMT1 FP inh – PRMT1 methyltransferase inhibitors, primary screen, biochemical, fluorescence polarization; Protein arginine N-methyltransferase 1 (Homo sapiens), Q99873; recombinant PRMT1, activity-based probe fluorescence polarization; inhibition, % at 2.79 µM; actives 1.3% (n = 370,000);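 active = inhibition above about 21% made by adding two undisclosed values, limit read from the data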
SIAE primary – human SIAE inhibitors, primary screen, biochemical, fluorescence polarization, FP-Rh probe, 1536-well HTS | Sialate O-acetylesterase (Homo sapiens), Q9HAT2 | SIAE FP-Rh probe binding | actives 0.69% (n = 370,000) | inhibition, % at 9.66 µM;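 active = inhibition above a cutoff: mean of compounds within the control limits plus 3 SD of those, cut at about 17% in these data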;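 note: 0% = plate median of compound wells and 100% = probe without SIAE protein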
Target sequence (Q9HAT2 whole entry, looked up): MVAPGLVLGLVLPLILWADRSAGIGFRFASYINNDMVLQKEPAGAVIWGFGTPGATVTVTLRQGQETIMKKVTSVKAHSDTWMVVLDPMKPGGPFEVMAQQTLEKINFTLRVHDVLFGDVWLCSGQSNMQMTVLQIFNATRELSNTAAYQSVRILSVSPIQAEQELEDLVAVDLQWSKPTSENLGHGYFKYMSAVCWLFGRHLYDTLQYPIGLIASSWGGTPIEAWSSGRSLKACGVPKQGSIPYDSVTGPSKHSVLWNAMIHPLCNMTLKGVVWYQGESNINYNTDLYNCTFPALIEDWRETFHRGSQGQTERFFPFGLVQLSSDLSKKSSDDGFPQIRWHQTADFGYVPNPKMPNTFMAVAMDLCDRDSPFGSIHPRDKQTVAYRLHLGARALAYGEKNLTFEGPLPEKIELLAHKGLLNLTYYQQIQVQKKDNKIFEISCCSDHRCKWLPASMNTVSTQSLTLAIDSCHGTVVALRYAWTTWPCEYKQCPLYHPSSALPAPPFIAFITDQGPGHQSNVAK
UHRF1 MBD2 ctr – UHRF1 methylated DNA binding inhibitors, primary screen, counter-screen for MBD2 inhibitor project, biochemical, TR-FRET, human UHRF1, single concentration. UHRF1 binding to methylated oligo. inhibition, % at 4.4 µM. actives 0.75% (n = 370,000). E3 ubiquitin-protein ligase UHRF1 (Homo sapiens), Q96T88; in the data active = inhibition above about 21%;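 note: UHRF1 SRA domain binding a hemimethylated CpG hairpin DNA probe; 0% = median of test compound wells and 100% = reference inhibitor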
TDP2 absorb – human TDP2 enzyme inhibitors, primary screen, biochemical, epi absorbance, recombinant enzyme | Tyrosyl-DNA phosphodiesterase 2 (Homo sapiens), O95551 | T5PNP hydrolysis, p-nitrophenol absorbance 415 nm | inhibition, % at 12.8 µM | actives 0.34% (n = 370,000) | AID 720702, 2013;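 active = inhibition above the mean of all tested compounds plus 3 SD, set per campaign, cut at about 25% in these data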;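 note: 0% = DMSO with enzyme and 100% = buffer with substrate but no TDP2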
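Evaluation: % inhibition relative to enzyme-containing and enzyme-free wells. Material: recombinant human TDP2. Benchmarks: enzyme-free and DMSO wells. Timing: enzyme reaction with compound for 2 h at 37 °C. Compound dosing: 12.8 µM only. Measured by: p-Nitrophenol epi absorbance. Reagent: T5PNP substrate at 5 mM, a TopII-DNA adduct mimic. Replication: single well per compound.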
MBD2 DNA inh – inhibitors of MBD2 binding to methylated DNA, primary screen, biochemical, TR-FRET, DNA-binding domain, human; actives 0.31% (n = 370,000); MBD2 binding to methylated oligonucleotide; Methyl-CpG-binding domain protein 2 (Homo sapiens), Q9UBB5; inhibition, % at 4.4 µM; in the data active = inhibition above about 13%
LEDGF integ inh – blockers of LEDGF/p75-dependent integrase strand transfer – biochemical, TR-FRET, high throughput, primary screen; TR-FRET IN-LEDGF/p75 DNA integration, Eu/Cy5; inhibition, % at 3.7 µM; actives 0.64% (n = 370,000); AID 743269, 2014; HIV-1 integrase (with human LEDGF/p75);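 active = inhibition above the screen-wide mean plus 3 SD, cut at about 13% in these data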;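 note: signal is the Cy5 over europium emission ratio at 671 and 618 nm; 0% = plate median of compound wells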
TCR-CD3 inh – inhibitors of human TCR-CD3 interaction, primary screen, biochemical, fluorescence, TAMRA-labeled TCR probe | inhibition, % at 9.4 µM | actives 0.37% (n = 360,000) | AID 651800, 2012; in the data active = inhibition above about 19%;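 note: recombinant mutant TCR 2C K166C tagged with TAMRA read by polarization; 0% = receptor in buffer alone and 100% = receptor with positive control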
Tn7 DDE FP – inhibitors of Tn7 peptide binding to fibrin DD(E), primary screen, biochemical, fluorescence polarization, human fibrin, Tn7 probe. Fibrinogen beta chain (Homo sapiens), P02675. FP displacement of FITC-Tn7 peptide from fibrin DD(E); 0% = median of compound wells per plate. inhibition, % at 8.3 µM. actives 0.13% (n = 370,000). AID 720508, 2013;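 active = inhibition above the mean of compounds falling within the control limits plus 3 SD of them, cut at about 14% in these data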;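 note: 0% = plate median of compound wells and 100% = 10 µM Aha-Tn7 peptide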
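Measure: % inhibition scaled between sample-field median and high-control FP; Test system: human fibrin DD(E); Quantity: 2 µM final DD(E) protein; Doses: one dose, 8.3 µM nominal; Schedule: compound with protein 10 min, then 3 h after probe, room temperature; Detection: fluorescence polarization; Medium: Tris buffer with calcium and detergent, pH 7.8.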
* = called active by the depositor.

SMILES	proKLK7 act	DDE Tn6 FP inh	PRMT1 FP inh	SIAE primary	UHRF1 MBD2 ctr	TDP2 absorb	MBD2 DNA inh	LEDGF integ inh	TCR-CD3 inh	Tn7 DDE FP
COC(=O)c1cc(C(=O)Nc2nc3ccccc3[nH]2)cc([N+](=O)[O-])c1	1.0	-7	3	-8	3	-15	4	3	3	-2
Cn1c(=O)c2c(nc(Cl)n2CC(=O)N2CCCCC2)n(C)c1=O	0.0	7	-1	0	-1	-7	-4	-1	2	-4
O=C(CN1CCN(S(=O)(=O)c2ccc(Cl)cc2)CC1)NCc1cccs1	-0.2	3	-9	6	2	1	-1	3	7	2
Cc1ccc(NC(=O)c2noc(C(C)C)c2[N+](=O)[O-])cc1	-0.2	3	-1	2	-1	8	-5	0	1	4
CSCCC(NC(=O)c1ccco1)C(=O)N1CCN(C(c2ccccc2)c2ccccc2)CC1 (stereo not drawn)	0.0	-1	6	2	0	5	-7	-2	-5	7
COc1ccc(-c2cccc(N3CCN(c4ccccn4)CC3)n2)cc1OC	0.3	5	0	0	0	-1	0	0	-5	-2
COC(=O)c1cccc(NC(=O)Cc2coc3cc(OC)ccc23)c1	0.4	-6	-2	-1	0	0	-2	-4	-6	-1
CCOc1cc(C2C3=C(CCCC3=O)NC3=C2C(=O)CCC3)cc(Cl)c1O	1.2	-4	0	-5	-3	5	2	1	1	3
C=CCn1c(=O)/c(=C2/SC(C)=C(C)N2CC)s/c1=C1/C(=O)N(CC)C(=S)N1c1ccccc1	0.2	1	-3	-2	-1	-1	1	-3	-4	-3
Oc1ccc2ccccc2c1C=Nc1ccc(N2CCOCC2)cc1	0.1	1	5	0	-5	31*	-15	28*	-5	4
N#CC1=C(N)Oc2nc(-c3ccccc3)[nH]c2C1c1cccnc1 (stereo not drawn)	-0.1	-2	0	-4	-8	12	-6	-2	6	5
O=C(O)CCN1C(=O)c2ccc(NC(=O)COc3ccccc3)cc2C1=O	-1.6	1	4	8	4	-1	1	0	0	-1
O=C(CN1CCN(c2ccccc2)CC1)Nc1ccccc1C(=O)NCCc1ccccc1	0.4	1	-2	-7	-1	7	-3	0	-2	1
COc1cccc(-c2nnc(SCN3C(=O)c4ccccc4C3=O)n2C)c1	0.3	2	-1	1	-2	8	-6	3	-6	0
O=C(NC1CCCc2ccccc21)c1cn2ccccc2n1 (stereo not drawn)	-0.6	-6	-3	1	-2	-4	5	-5	2	3
CCOC(=O)Nc1ccc2c(c1)N(C(=O)CN1CCN(C)CC1)c1ccccc1CC2	0.2	-1	-3	1	-3	3	-1	0	7	3
CC1CCC(NC(=O)CN2C(=O)C3CC=CCC3C2=O)CC1 (stereo not drawn)	0.7	-6	-3	13	0	-5	-2	-2	5	1
CCC(=O)Nc1ccc2nn(-c3ccc(F)cc3)nc2c1	7.3	-2	-1	-2	9	-12	-1	1	-8	-1
COC(=O)c1cc(=O)nc(NN=C(C)C)s1	0.0	-6	1	-1	-1	1	3	-3	-2	2
O=C(Cn1cc(C(F)(F)F)cc(Cl)c1=O)NCc1ccc(F)cc1	0.1	3	-3	13	1	8	1	3	7	-2
CC(C)COC(=O)N(C)C[C@@H]1OCc2cnnn2CCCC(=O)N([C@@H](C)CO)C[C@H]1C	0.1	1	0	-1	-1	8	-7	-2	2	-1
Cn1ncc(C#N)c1NC(=O)C1CC(c2ccc(Cl)cc2)=NO1 (stereo not drawn)	-0.3	-6	-1	5	-1	-3	-5	4	8	-8
Cc1ccccc1OCC(=O)Nc1cccc(S(=O)(=O)NC2=NCCCCC2)c1	-0.1	4	-1	3	-2	7	-1	4	1	-2
O=[N+]([O-])c1ccccc1N(CC1CO1)S(=O)(=O)c1ccccc1 (stereo not drawn)	-0.5	-3	0	3	1	7	-1	0	7	1

Some of these compounds in order of molecular weight, largest number first.
SMILES	proKLK7 act	DDE Tn6 FP inh	PRMT1 FP inh	SIAE primary	UHRF1 MBD2 ctr	TDP2 absorb	MBD2 DNA inh	LEDGF integ inh	TCR-CD3 inh	Tn7 DDE FP
CC(C)COC(=O)N(C)C[C@@H]1OCc2cnnn2CCCC(=O)N([C@@H](C)CO)C[C@H]1C	0.1	1	0	-1	-1	8	-7	-2	2	-1
Cc1ccccc1OCC(=O)Nc1cccc(S(=O)(=O)NC2=NCCCCC2)c1	-0.1	4	-1	3	-2	7	-1	4	1	-2
O=C(NC1CCCc2ccccc21)c1cn2ccccc2n1 (stereo not drawn)	-0.6	-6	-3	1	-2	-4	5	-5	2	3

More compounds.
SMILES	proKLK7 act	DDE Tn6 FP inh	PRMT1 FP inh	SIAE primary	UHRF1 MBD2 ctr	TDP2 absorb	MBD2 DNA inh	LEDGF integ inh	TCR-CD3 inh	Tn7 DDE FP
COc1cc(=O)[nH]c(SC(C)C(=O)Nc2cccc3ccccc23)n1 (stereo not drawn)	-0.1	-2	5	-2	2	-1	4	-2	-3	5
COc1ccc2cc(C#N)c(N3CCN(Cc4nnnn4CCC(C)C)CC3)nc2c1	-0.6	-6	1	1	-2	-1	3	0	2	-4
COc1ccc([N+](=O)[O-])cc1N(CC(=O)N(C)C)S(C)(=O)=O	0.6	4	2	5	2	0	4	1	5	-4
CC1CCCCN1C(=O)C(Cc1ccccc1)N1C(=O)C2CCCCC2C1=O (stereo not drawn)	0.2	9	-3	-5	2	-15	-6	-1	-6	-9
Cc1nn(C(=O)N(C)C)c(C)c1CN1C(=O)c2ccccc2C1=O	0.0	-6	-2	0	-1	1	-1	7	3	-2
Cc1nc2ccc(NC(=O)Cc3c(F)cccc3Cl)cc2s1	-0.1	-4	3	-3	2	-3	4	3	-8	-1
O=C(COC(=O)c1ccccc1)NC1CCCC1	-0.3	3	-1	-2	5	-2	0	4	-7	4
COc1ccc(CCN(CC(=O)NC(C)(C)C)C(=O)Cn2nnc(-c3ccc(C)o3)n2)cc1OC	-0.1	-1	-2	1	7	0	4	2	5	-5
COc1cccc(NC(=O)CCCOc2cc(=O)n(C)c3ccccc23)c1	-0.1	5	-1	3	-2	-7	-3	-3	-4	1
O=C1CCCc2nc3c(cc21)C(O)Oc1c-3ccc2ccccc12 (stereo not drawn)	-1.6	5	0	6	0	11	2	1	3	-5
COc1ccc(CNCCCSc2ncccn2)c(OC)c1	0.0	-7	-6	1	1	11	2	-4	-2	0
N#C/C(=C\c1ccc(N2CCOCC2)o1)C(=O)NC1CCCCC1	-0.2	-6	-31	-4	-21	0	-8	1	5	-20
CCn1c(SCC(=O)N/N=C\c2ccccc2OCC(=O)O)nnc1-c1ccc(Cl)cc1	0.4	10	2	5	2	5	1	-6	-4	-2
O=C(Nc1cccc(Cl)c1)c1cncn1-c1ccc(F)cc1	0.2	-7	-4	-5	-1	11	-1	-3	3	1
CC(NC(=O)Cc1ccccc1)c1nc2ccccc2[nH]1 (stereo not drawn)	1.1	-3	-7	5	1	-5	-3	5	2	-3
COc1ccc2c(c1)CCc1cn3ncc(C#N)c3nc1-2	47*	-1	-2	-6	-7	1	-5	1	17	2
CC(=O)NC1C(=O)N=C(SCC(=O)Nc2c(C)cccc2C)NC1=O (stereo not drawn)	0.2	-7	42*	-1	3	9	8	-1	-3	-4
Cc1noc(C)c1NC(=O)Nc1ccc2c(c1)C(=O)N([C@H](C)CO)C[C@H](C)[C@@H](CN(C)S(=O)(=O)c1c(C)noc1C)O2	-0.2	2	-4	9	2	7	-4	-1	3	0
CN(C)CCN(CC1CCCN(Cc2ccccc2F)C1)C(=O)c1ccc(F)cc1 (stereo not drawn)	-0.3	9	2	-5	-2	1	2	-4	-2	2
CCCN(CC(=O)Nc1ccc(F)c(F)c1F)C(=O)c1ccc(=O)n(Cc2ccccc2)n1	1.2	-3	-1	4	2	20	-4	1	4	1
COc1cccc(Nc2nc(N)c([N+](=O)[O-])c(N3CCOCC3)n2)c1	0.1	-6	0	16	2	-19	-3	0	1	-6
CCCCC1CC1C(=O)Nc1ncc2c(n1)CC(C)(C)CC2=O (stereo not drawn)	0.0	1	-1	12	0	2	1	2	10	2
O=C(O)CN1C(=O)/C(=C/c2ccc(N3CCCCC3)o2)SC1=S	-3.2	5	38*	-2	6	1	-1	4	-4	8
O=C(Nc1nccs1)C1C2/C=C\CCCCC21 (stereo not drawn)	0.2	-6	-2	1	-1	5	7	1	-1	-7
O=C(CN1C(=O)COc2ccccc21)NCCCN1CCOCC1	0.0	4	3	1	-1	13	4	-4	-2	2
O=C(Nc1ccc(Cl)c(C(F)(F)F)c1)NC1CC2CCCC(C1)N2Cc1ccccc1 (stereo not drawn)	0.6	-10	4	-16	4	-9	5	-5	-4	2
O=c1c2nnn(-c3ccc(Br)cc3)c2ncn1Cc1ccccn1	-0.1	2	-4	-5	0	-8	-2	3	9	-2
CN1CCN(S(=O)(=O)c2ccc(Nc3cccc(Cl)c3)c([N+](=O)[O-])c2)CC1	0.6	1	3	4	1	-2	1	-4	-1	-4
COCCNC(=O)c1ccc(CN2CCOCC2)cc1	-0.5	-1	-1	2	1	-14	-2	-3	-1	-4
C[C@@H]1CN([C@@H](C)CO)C(=O)CCCn2nncc2CO[C@@H]1CN(C)S(=O)(=O)c1cn(C)cn1	-0.3	10	1	0	5	0	4	-3	-5	-4
COc1cc(C(CC(=O)Nc2cccc(C)n2)N2Cc3ccccc3C2=O)cc(OC)c1OC (stereo not drawn)	-0.2	0	-4	-4	-3	-4	-4	6	5	4
COc1ccc(-c2cc(C)no2)cc1S(=O)(=O)NCCCN(C)Cc1ccccc1	0.1	-3	0	-2	-2	5	1	1	4	-4
C[N+]1(CCNC(=O)/C=N/O)CCCCC1	-0.1	-6	0	5	0	-1	6	-1	1	1
CC(C)Oc1cc(F)ccc1-c1cc(C(=O)NCc2cccs2)[nH]n1	-0.5	0	0	-4	3	-2	-1	-2	-8	-2
COc1ccc(N2CCN(CCNC(=O)c3ccc4nc5ccccc5c(=O)n4c3)CC2)cc1	-21	-1	2	8	0	-5	-1	-3	-4	-4
Cc1ccc(Cl)cc1N1CCN(C(=O)Cc2c(C(=O)O)[nH]c3ccc(Cl)cc23)CC1	0.6	-5	-1	-9	-1	1	-3	0	1	0
O=C(NC1CC1)C1=C[C@@H](c2ccccc2)C[C@@H](OCc2ccc(CO)cc2)O1	-0.6	-3	0	5	0	-3	-2	1	5	-11
O=C(COc1ccccc1)Nc1ccncc1	-0.1	7	-1	3	0	-5	0	-3	0	6

Assay outcomes (PubChem)
